Assay outcomes deposited in PubChem BioAssay by several laboratories.
Mtb BioA inh: BioA (M. tuberculosis) enzyme inhibition | inhibition, % at 9.99 µM | 360,000 compounds, 0.096% hits | purified M. tuberculosis BioA enzyme, plate reader; in the data active means inhibition above about 40%
Y pestis TopoI: blocks Yersinia pestis topoisomerase I activity; AID 504884; activity, % at 10 µM; Y. pestis Topo-I cleavage product accumulation, plate reader; 360,000 compounds, 0.064% hits; in the data active means activity above about 50%, passing the limit was not always enough; further: inactives centre near 2
TcdB inh: blocks C. difficile toxin B glycohydrolase activity; TcdB glycohydrolase enzymatic assay, plate reader; inhibition, % at 9.99 µM; 350,000 compounds, 0.24% hits; in the data active means inhibition above about 10%
Mtb FBA inh: Mtb fructose-bisphosphate aldolase inhibition; purified M. tuberculosis FBA, fluorescence read-out; AID 588726; inhibition, % at 1 µM; P9WQA3; 360,000 compounds, 2.3% hits; in the data active means inhibition above about 27%;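 further: 0% = vehicle and 100% = reference inhibitor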
Target sequence (P9WQA3 whole entry, looked up): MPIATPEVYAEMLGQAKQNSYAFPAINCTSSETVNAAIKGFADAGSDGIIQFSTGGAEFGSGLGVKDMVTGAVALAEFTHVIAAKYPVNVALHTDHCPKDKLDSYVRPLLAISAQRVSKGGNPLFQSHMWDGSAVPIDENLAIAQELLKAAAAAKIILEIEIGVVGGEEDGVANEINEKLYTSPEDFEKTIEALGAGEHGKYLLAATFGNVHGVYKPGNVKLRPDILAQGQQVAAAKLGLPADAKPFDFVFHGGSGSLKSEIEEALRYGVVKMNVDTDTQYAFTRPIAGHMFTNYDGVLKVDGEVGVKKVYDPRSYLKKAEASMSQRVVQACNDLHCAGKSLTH
Mtb UGM inh: blocks M. tuberculosis UGM enzyme | purified UGM, fluorescence polarization probe displacement | inhibition, % at 10 µM | 320,000 compounds, 0.06% hits; in the data active means inhibition above about 10%, passing the limit was not always enough
Target sequence (P9WIQ1 whole entry, looked up): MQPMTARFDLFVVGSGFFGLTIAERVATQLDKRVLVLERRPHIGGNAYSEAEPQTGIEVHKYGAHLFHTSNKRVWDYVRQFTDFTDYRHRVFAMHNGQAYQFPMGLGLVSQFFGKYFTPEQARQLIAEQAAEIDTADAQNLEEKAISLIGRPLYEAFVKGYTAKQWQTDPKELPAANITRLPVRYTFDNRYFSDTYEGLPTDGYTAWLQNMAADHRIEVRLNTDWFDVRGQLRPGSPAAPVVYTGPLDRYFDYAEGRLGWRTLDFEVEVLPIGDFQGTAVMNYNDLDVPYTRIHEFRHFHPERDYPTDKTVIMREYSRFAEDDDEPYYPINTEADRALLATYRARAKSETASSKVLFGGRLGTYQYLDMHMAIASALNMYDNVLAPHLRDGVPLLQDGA
GDH-TPI inh: counter-screen for M. tuberculosis FBA inhibitors: GDH-TPI coupled enzymes; inhibition, % at 4.8 µM; 360,000 compounds, 1.2% hits; GDH-TPI coupled enzyme counterscreen, NADH absorbance; AID 588335; in the data active means inhibition above about 30%;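 further: 0% = DMSO wells and 100% = wells lacking the enzyme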
FadD28 binding: inhibitors of Mycobacterium tuberculosis FadD28 bisubstrate binding. inhibition, % at 12.5 µM. FadD28 bisubstrate probe binding, fluorescence polarization. AID 588549. 360,000 compounds, 0.22% hits; in the data active means inhibition above about 8.5%, passing the limit was not always enough
PfHsp40 rescue: compounds rescuing yeast from Plasmodium falciparum HSP40 toxicity | S. cerevisiae expressing PfHsp40, growth rescue, ATP luminescence | growth rescue, % at 12.5 µM | 340,000 compounds, 0.68% hits | AID 504582; in the data active means growth rescue above about 28%, passing the limit was not always enough;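 further: yeast W303a lacking pdr1 and pdr3 grown in galactose medium; growth measured after three days at 30 °C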
Vc quorum ag: induces V. cholerae light production without autoinducers. activation, % at 18.7 µM. 350,000 compounds, 0.16% hits. V. cholerae BH1578 lux reporter, luminescence, 6 h; in the data active means activation mostly above about 9.7%, no sharp cut-off; further: not every result past the cut was called active; inactives centre near 0; reference of the scale not given here
Starred values were filed as active, the others as inactive; i = inactive; · = no result given; + = active, no number. Hits appear at their usual frequency; any-hit rate near 4.6%.

Start of the data: the first 8 compounds, to show the layout:
Codes – A = Mtb BioA inh; B = Y pestis TopoI; C = TcdB inh; D = Mtb FBA inh; E = Mtb UGM inh; F = GDH-TPI inh; G = FadD28 binding; H = PfHsp40 rescue; I = Vc quorum ag
#1 Cc1cc(NS(C)(=O)=O)c(=O)n(Cc2cccc(C(F)(F)F)c2)c1
  A: 0.5	B: 1.5	C: -0.2	D: 5.3	E: ·	F: 8.0	G: -2.1	H: ·	I: i

#2 COc1cc(C(=O)Nc2cc(-c3cn4cccnc4n3)ccc2C)cc(OC)c1OC
  A: 0.2	B: 10.6	C: -1.2	D: +	E: -2.3	F: 12.0	G: -0.8	H: 0.0	I: i

#3 CCCN(C(=O)CN1C(=O)NC2(CCCCCC2)C1=O)C1CCS(=O)(=O)C1 (stereo not drawn)
  A: 0.8	B: -0.2	C: ·	D: 5.5	E: -3.4	F: -2.2	G: 0.2	H: 1.4	I: 7.5

#4 Clc1ccc(CSc2nnc(-c3ccccn3)n2Cc2ccco2)cc1Cl
  A: -1.1	B: 42.5	C: -0.5	D: -1.4	E: ·	F: 2.1	G: -0.5	H: ·	I: -0.7

#5 O=C(CN1CCOCC1)Nc1c(Cl)cc(Cl)cc1Cl
  A: ·	B: 5.2	C: 0.6	D: -0.1	E: -2.1	F: 3.1	G: -0.5	H: -0.9	I: i

#6 O=C(CSCCc1ccccn1)Nc1ccccn1
  A: -1.8	B: -3.6	C: ·	D: -1.6	E: 0.1	F: -3.3	G: -0.2	H: -1.0	I: ·

#7 CCOC(=O)C1(Cc2ccc(OC)cc2)CCN(C(=O)[C@@H]2CCCN2C(C)=O)CC1
  A: -1.3	B: 0.4	C: -0.3	D: 0.8	E: -2.5	F: 8.2	G: 1.6	H: 2.5	I: -0.1

#8 O=[N+]([O-])c1cc(CN(CCO)CCO)ccc1O
  A: -1.4	B: -2.1	C: -0.2	D: -0.6	E: 0.0	F: 18.8	G: -1.1	H: 0.8	I: -0.4

The whole of this part, repeating the preview:
Codes – A = Mtb BioA inh; B = Y pestis TopoI; C = TcdB inh; D = Mtb FBA inh; E = Mtb UGM inh; F = GDH-TPI inh; G = FadD28 binding; H = PfHsp40 rescue; I = Vc quorum ag
#1 Cc1cc(NS(C)(=O)=O)c(=O)n(Cc2cccc(C(F)(F)F)c2)c1
  A: 0.5	B: 1.5	C: -0.2	D: 5.3	E: ·	F: 8.0	G: -2.1	H: ·	I: i

#2 COc1cc(C(=O)Nc2cc(-c3cn4cccnc4n3)ccc2C)cc(OC)c1OC
  A: 0.2	B: 10.6	C: -1.2	D: +	E: -2.3	F: 12.0	G: -0.8	H: 0.0	I: i

#3 CCCN(C(=O)CN1C(=O)NC2(CCCCCC2)C1=O)C1CCS(=O)(=O)C1 (stereo not drawn)
  A: 0.8	B: -0.2	C: ·	D: 5.5	E: -3.4	F: -2.2	G: 0.2	H: 1.4	I: 7.5

#4 Clc1ccc(CSc2nnc(-c3ccccn3)n2Cc2ccco2)cc1Cl
  A: -1.1	B: 42.5	C: -0.5	D: -1.4	E: ·	F: 2.1	G: -0.5	H: ·	I: -0.7

#5 O=C(CN1CCOCC1)Nc1c(Cl)cc(Cl)cc1Cl
  A: ·	B: 5.2	C: 0.6	D: -0.1	E: -2.1	F: 3.1	G: -0.5	H: -0.9	I: i

#6 O=C(CSCCc1ccccn1)Nc1ccccn1
  A: -1.8	B: -3.6	C: ·	D: -1.6	E: 0.1	F: -3.3	G: -0.2	H: -1.0	I: ·

#7 CCOC(=O)C1(Cc2ccc(OC)cc2)CCN(C(=O)[C@@H]2CCCN2C(C)=O)CC1
  A: -1.3	B: 0.4	C: -0.3	D: 0.8	E: -2.5	F: 8.2	G: 1.6	H: 2.5	I: -0.1

#8 O=[N+]([O-])c1cc(CN(CCO)CCO)ccc1O
  A: -1.4	B: -2.1	C: -0.2	D: -0.6	E: 0.0	F: 18.8	G: -1.1	H: 0.8	I: -0.4

#9 Cc1ccc(NS(=O)(=O)c2ccc3c(c2)CCN3C(=O)CCC(=O)O)cc1Cl
  A: 0.2	B: 2.4	C: 0.3	D: 3.0	E: -4.6	F: 1.7	G: -1.6	H: -1.4	I: 1.9

#10 CCOC(=O)CN1C(=O)N[C@@H](c2cccc(C(F)(F)F)c2)[C@H](C(C)=O)[C@H]1C
  A: -1.5	B: -15.7	C: 1.9	D: 3.4	E: 2.9	F: 4.4	G: -3.1	H: -1.3	I: 11.1

#11 COc1ccc(CC(=O)Nc2cccc(C)n2)cc1OC
  A: ·	B: 1.1	C: 1.4	D: 0.9	E: 1.3	F: -2.0	G: -0.5	H: 0.8	I: -0.3

#12 CC(C)N1C(=O)CCC1C(=O)N1CCC2(CC1)OCCO2 (stereo not drawn)
  A: ·	B: 1.3	C: ·	D: 1.9	E: -4.0	F: 6.0	G: 0.7	H: 0.0	I: -0.4

#13 CSc1nc2c(cnn2-c2ccccc2)c(=O)n1N
  A: ·	B: -5.8	C: 0.8	D: 0.4	E: -1.7	F: 0.9	G: 0.4	H: 0.1	I: -0.1

#14 CCOc1ccccc1-n1c(SCC(=O)N2CCCC2)nnc1-c1ccoc1C
  A: -1.3	B: 14.3	C: ·	D: -1.2	E: 0.7	F: 1.8	G: -3.8	H: 0.3	I: 7.7

#15 CCCNC(=O)c1n[nH]c(=O)c2ccccc12
  A: 1.2	B: 0.3	C: ·	D: 2.7	E: -2.5	F: 17.6	G: -0.6	H: -1.0	I: i

#16 COc1ccccc1NC(=S)NCc1ccccc1Cl
  A: -0.1	B: -14.3	C: 1.6	D: -6.2	E: -0.5	F: 2.4	G: -8.3	H: 1.6	I: -0.3

#17 COC(=O)c1ccc(Oc2cc(C)nc(-n3nc(C)cc3C)n2)cc1
  A: 1.8	B: 10.8	C: ·	D: 6.9	E: -1.1	F: 3.4	G: -0.7	H: -0.5	I: i

#18 CC(=O)N1CCc2cc(S(=O)(=O)NCCCN3CCCCC3)ccc21
  A: -0.4	B: 4.4	C: 1.0	D: 0.9	E: -0.7	F: -2.6	G: -4.4	H: -0.3	I: -0.5

#19 Cc1cccc(C)c1NC(=O)CNC(=O)CCCc1c[nH]c2ccccc12
  A: -0.1	B: -1.2	C: 3.5	D: -2.8	E: -0.9	F: -3.1	G: -2.1	H: 1.1	I: i

#20 Cc1ccc(N(Cc2ccc(C(=O)NC3CCCCC3)cc2)S(C)(=O)=O)cc1C
  A: -2.2	B: 1.4	C: ·	D: -2.5	E: 1.4	F: 4.7	G: -0.3	H: 7.2	I: -0.3

#21 CC(C)n1cc(/C(N)=N/O)c(=O)n(Cc2ccccc2)c1=O
  A: -1.0	B: -1.1	C: -0.3	D: 0.5	E: -2.6	F: -0.8	G: -2.4	H: ·	I: -0.4

#22 CCOC(=O)c1cnc(SC)nc1N
  A: -0.3	B: 3.8	C: ·	D: -1.2	E: -0.4	F: 5.1	G: -2.2	H: -0.9	I: -4.2

#23 NS(=O)(=O)c1ccc(CCNC(=O)c2cccnc2)cc1
  A: 0.6	B: -1.6	C: -2.0	D: -0.6	E: -1.0	F: -11.8	G: -2.7	H: 1.1	I: -0.2

#24 NS(=O)(=O)c1ccc(NC(=O)/C=C/c2cccc(Cl)c2)cc1
  A: ·	B: 1.4	C: 0.5	D: 3.6	E: -2.0	F: 10.3	G: -20.2	H: -0.7	I: -0.1

#25 Cc1ccc(C)n1-c1ccc(C(=O)Nc2ccccc2)cc1
  A: ·	B: -8.0	C: 0.6	D: 4.6	E: -0.7	F: 6.5	G: -2.2	H: 1.0	I: -0.2

#26 COc1ccc(Nc2cc(C(=O)NCCCN3CCN(C)CC3)c3ccccc3n2)cc1
  A: -0.9	B: -23.9	C: ·	D: 2.0	E: 1.9	F: 4.3	G: -2.4	H: -0.1	I: i

#27 C=CC[C@@H](CC(=O)N(CCO)Cc1ccccc1)C(=O)NC[C@@H](OC(=O)[C@@H](CC=C)Cc1ccc(F)cc1)c1ccccc1
  A: 0.4	B: 7.2	C: 0.6	D: 0.6	E: -1.5	F: -11.2	G: -2.5	H: 17.4	I: 13.8

#28 CCCN1CCN(CCCNC(=O)c2ccc3c(=O)n(CCc4ccccc4)c(=O)[nH]c3c2)CC1
  A: 0.1	B: -3.2	C: -2.4	D: 9.7	E: -0.8	F: -15.6	G: -5.4	H: -0.9	I: -0.2

#29 Cc1ccc(C(=O)Nc2ccc(S(=O)(=O)N3CCCC3)cc2)s1
  A: ·	B: 9.1	C: 1.5	D: -0.5	E: 0.2	F: -1.3	G: -2.7	H: 0.4	I: -3.6
